Assay outcomes from PubChem.
NSD2 inh – blocks human NSD2 histone methyltransferase activity; O96028; NSD2-SET H3K36me1 DELFIA fluorescence, biochemical; inhibition, % at 12.5 µM; 44,000 tested, 0.07% active; AID 624260; in the data active = inhibition above about 54%, passing the limit was not always enough; inconclusive = no clear call, values can overlap the other calls;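 note: inhibitors reduce the monomethyl H3K36 fluorescence signal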
Target sequence (O96028 whole entry, looked up): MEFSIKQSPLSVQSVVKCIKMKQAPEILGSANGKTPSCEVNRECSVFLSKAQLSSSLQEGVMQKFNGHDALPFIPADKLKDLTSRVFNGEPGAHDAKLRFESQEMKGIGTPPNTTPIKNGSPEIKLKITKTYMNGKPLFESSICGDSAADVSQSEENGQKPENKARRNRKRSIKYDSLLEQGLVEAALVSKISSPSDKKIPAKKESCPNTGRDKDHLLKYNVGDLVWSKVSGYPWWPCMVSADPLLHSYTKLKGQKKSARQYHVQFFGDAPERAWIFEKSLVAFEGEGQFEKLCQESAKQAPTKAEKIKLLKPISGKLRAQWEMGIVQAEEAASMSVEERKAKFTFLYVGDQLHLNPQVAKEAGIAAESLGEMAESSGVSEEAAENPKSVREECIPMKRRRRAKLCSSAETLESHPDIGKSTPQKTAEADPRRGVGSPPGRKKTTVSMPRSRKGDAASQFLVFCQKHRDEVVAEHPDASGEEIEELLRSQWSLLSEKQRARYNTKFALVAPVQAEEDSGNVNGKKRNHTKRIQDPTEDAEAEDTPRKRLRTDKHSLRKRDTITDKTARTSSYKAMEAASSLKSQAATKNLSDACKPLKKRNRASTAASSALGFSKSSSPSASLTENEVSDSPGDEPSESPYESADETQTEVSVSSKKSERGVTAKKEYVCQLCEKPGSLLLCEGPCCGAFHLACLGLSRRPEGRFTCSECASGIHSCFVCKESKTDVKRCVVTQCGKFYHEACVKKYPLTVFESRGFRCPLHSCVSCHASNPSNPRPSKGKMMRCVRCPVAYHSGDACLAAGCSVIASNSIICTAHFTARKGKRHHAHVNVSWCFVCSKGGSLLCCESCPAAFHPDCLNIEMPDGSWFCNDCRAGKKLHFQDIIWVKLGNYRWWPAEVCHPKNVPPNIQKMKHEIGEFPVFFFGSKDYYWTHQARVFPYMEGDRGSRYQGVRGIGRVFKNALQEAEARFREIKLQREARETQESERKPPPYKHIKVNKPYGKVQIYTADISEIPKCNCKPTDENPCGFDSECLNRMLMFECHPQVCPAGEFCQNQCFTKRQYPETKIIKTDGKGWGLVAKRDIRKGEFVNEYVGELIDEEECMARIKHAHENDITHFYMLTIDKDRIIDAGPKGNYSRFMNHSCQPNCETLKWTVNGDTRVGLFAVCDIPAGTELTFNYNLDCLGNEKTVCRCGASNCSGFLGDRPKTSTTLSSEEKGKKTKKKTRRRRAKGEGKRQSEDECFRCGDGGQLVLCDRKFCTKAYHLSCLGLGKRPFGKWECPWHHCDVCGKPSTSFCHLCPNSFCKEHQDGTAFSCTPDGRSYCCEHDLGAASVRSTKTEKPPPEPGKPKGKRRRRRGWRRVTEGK
The depositor's hits bear a star; ? = inconclusive.

NSD2 inh | SMILES
-1 | Cn1cnc2c(NCc3ccccc3)nc(NCCO)nc21
1 | Cc1ccc(S(=O)(=O)Nc2ccc3c(c2)CC(=O)N([C@H](C)CO)C[C@@H](C)[C@@H](CN(C)C(=O)Nc2c(C)noc2C)O3)cc1
8 | C[C@H]1CN([C@@H](C)CO)C(=O)c2cc(C#CC3CC3)cnc2O[C@@H]1CN(C)S(=O)(=O)c1cccc(F)c1
-4 | C[C@@H]1CCCCO[C@@H](CN(C)C(=O)C2CCCCC2)[C@@H](C)CN([C@@H](C)CO)C(=O)c2cc(NS(=O)(=O)c3cn(C)cn3)ccc2O1
15 | C[C@H]1CN([C@@H](C)CO)C(=O)c2cccc(NC(=O)c3ccc(-c4nccs4)cc3)c2O[C@H]1CN(C)S(=O)(=O)c1ccc(F)cc1
2 | COc1ccc(NC(=O)Nc2ccc3c(c2)CC(=O)N([C@@H](C)CO)C[C@H](C)[C@@H](CN(C)S(=O)(=O)c2ccccc2)O3)cc1
-2 | CN(C)C(=O)C[C@@H]1C[C@@H]2c3cc(NS(=O)(=O)c4ccc(F)cc4)ccc3O[C@@H]2[C@@H](CO)O1
-2 | COCCNC(=O)C[C@H]1C[C@@H]2c3cc(NC(=O)CC4CC4)ccc3O[C@@H]2[C@@H](CO)O1
1 | Cc1ccc(S(=O)(=O)Nc2ccc3c(c2)C(=O)N([C@@H](C)CO)C[C@H](C)[C@@H](CN(C)S(=O)(=O)c2ccc(C)cc2)OCCCC[C@@H](C)O3)cc1
1 | C[C@@H]1CN([C@@H](C)CO)C(=O)c2cc(NS(=O)(=O)c3cn(C)cn3)ccc2O[C@@H]1CN(C)C
-4 | Cc1noc(C)c1NC(=O)N(C)C[C@@H]1Oc2ccc(NC(=O)Cc3cn(C)c4ccccc34)cc2CC(=O)N([C@H](C)CO)C[C@@H]1C
9 | C[C@H]1CN([C@@H](C)CO)C(=O)c2cc(C#Cc3ccccn3)cnc2O[C@@H]1CN(C)Cc1cncnc1
1 | Cc1ccc(S(=O)(=O)Nc2ccc3c(c2)C(=O)N([C@H](C)CO)C[C@H](C)[C@@H](CN(C)S(=O)(=O)c2ccccc2)OCCCC[C@@H](C)O3)cc1
7 | C[C@H]1CN([C@@H](C)CO)C(=O)c2cc(-c3cccnc3)cnc2O[C@@H]1CN(C)C(=O)NC1CCCC1
5 | O=C(O)C(O)Cc1c[nH]c2ccccc12 (stereo not given)
3 | CC(C)CC#Cc1cnc2c(c1)C(=O)N([C@H](C)CO)C[C@@H](C)[C@@H](CN(C)C(=O)Cc1ccccc1)O2
-1 | C[C@@H]1CCCCO[C@@H](CN(C)C(=O)CCCN(C)C)[C@@H](C)CN([C@@H](C)CO)C(=O)c2cc(NS(=O)(=O)c3cccs3)ccc2O1
-7 | C[C@@H]1CN([C@@H](C)CO)C(=O)Cc2cc(NC(=O)CCC(F)(F)F)ccc2O[C@H]1CN(C)S(=O)(=O)c1ccc(Cl)cc1
-5 | COc1ccc(S(=O)(=O)Nc2ccc3c(c2)CC(=O)N([C@@H](C)CO)C[C@H](C)[C@H](CN(C)S(=O)(=O)c2ccc(Cl)cc2)O3)cc1
-2 | CC(C)NC(=O)Nc1ccc2c(c1)C(=O)N([C@H](C)CO)C[C@H](C)[C@H](CN(C)C(=O)Nc1ccccc1)O2
2 | Cc1ccc(S(=O)(=O)Nc2ccc3c(c2)C(=O)N([C@@H](C)CO)C[C@@H](C)[C@H](CN(C)Cc2ccncc2)OCCCC[C@H](C)O3)cc1
2 | C[C@@H]1CN([C@@H](C)CO)C(=O)Cc2cc(NC(=O)NC3CCCCC3)ccc2O[C@@H]1CN(C)C(=O)Nc1ccc2c(c1)OCO2
-1 | COCC#Cc1cnc2c(c1)C(=O)N([C@H](C)CO)C[C@@H](C)[C@H](CN(C)C(=O)Cc1ccncc1)O2
1 | C[C@@H]1CCCCO[C@H](CN(C)C(=O)C2CCCCC2)[C@H](C)CN([C@H](C)CO)C(=O)c2cc(NC(=O)c3ccncc3)ccc2O1
-1 | C[C@@H]1CCCCO[C@H](CN(C)C(=O)Nc2ccc3c(c2)OCO3)[C@H](C)CN([C@@H](C)CO)C(=O)c2cc(NC(=O)c3ccccc3)ccc2O1
4 | CCCC#Cc1ccc2c(c1)O[C@@H](CN(C)C(=O)c1ccccn1)[C@@H](C)CN([C@H](C)CO)S2(=O)=O
3 | C[C@H]1CN([C@@H](C)CO)S(=O)(=O)c2ccc(C3=CCCCC3)cc2O[C@H]1CN(C)C(=O)c1ccncc1
4 | CCCC#Cc1ccc2c(c1)O[C@@H](CN(C)C(=O)CC)[C@@H](C)CN([C@@H](C)CO)S2(=O)=O
0 | C[C@H](CO)N1C[C@H](C)[C@H](CN(C)C(=O)CN(C)C)Oc2ncc(-c3ccc(C#N)cc3)cc2C1=O
3 | C[C@@H]1CN([C@@H](C)CO)C(=O)c2cccc(NC(=O)Nc3ccc(F)cc3)c2O[C@H]1CN(C)Cc1ccc(Oc2ccccc2)cc1
10 | C[C@@H]1CCCCO[C@H](CN(C)C)[C@@H](C)CN([C@@H](C)CO)C(=O)c2cc(NC(=O)Nc3ccc(F)cc3)ccc2O1
1 | C[C@H](CO)N1C[C@H](C)[C@H](CN(C)S(=O)(=O)c2ccc(F)cc2)Oc2c(NS(=O)(=O)c3cn(C)cn3)cccc2C1=O
4 | C[C@H]1CN([C@@H](C)CO)C(=O)c2cc(C3=CCCCC3)cnc2O[C@H]1CN(C)Cc1ccc(C(=O)O)cc1
-1 | Cc1ccc(S(=O)(=O)N(C)C[C@@H]2Oc3c(NS(=O)(=O)c4ccc(Cl)cc4)cccc3C(=O)N([C@H](C)CO)C[C@@H]2C)cc1
-8 | Cc1nnc(SCC(=O)Nc2ccccc2N2CCOCC2)s1
2 | C[C@H](O)C#Cc1ccc2c(c1)O[C@H](CN(C)C)[C@H](C)CN([C@@H](C)CO)S2(=O)=O
0 | C[C@@H]1CN([C@@H](C)CO)C(=O)c2cc(-c3cncnc3)cnc2O[C@@H]1CN(C)Cc1ccncc1
-11 | C[C@H](CO)N1C[C@H](C)[C@@H](CN(C)C(=O)CN(C)C)Oc2ncc(-c3ccc(C#N)cc3)cc2C1=O
1 | COCC#Cc1cnc2c(c1)C(=O)N([C@@H](C)CO)C[C@H](C)[C@@H](CN(C)C)O2
3 | Cc1noc(C)c1NC(=O)Nc1ccc2c(c1)C(=O)N([C@@H](C)CO)C[C@@H](C)[C@@H](CN(C)Cc1ccncc1)O2

An excerpt from above in order of count of non-hydrogen atoms, smallest number first:
NSD2 inh | SMILES
1 | COCC#Cc1cnc2c(c1)C(=O)N([C@@H](C)CO)C[C@H](C)[C@@H](CN(C)C)O2
-2 | CN(C)C(=O)C[C@@H]1C[C@@H]2c3cc(NS(=O)(=O)c4ccc(F)cc4)ccc3O[C@@H]2[C@@H](CO)O1
0 | C[C@H](CO)N1C[C@H](C)[C@H](CN(C)C(=O)CN(C)C)Oc2ncc(-c3ccc(C#N)cc3)cc2C1=O
3 | CC(C)CC#Cc1cnc2c(c1)C(=O)N([C@H](C)CO)C[C@@H](C)[C@@H](CN(C)C(=O)Cc1ccccc1)O2
4 | C[C@H]1CN([C@@H](C)CO)C(=O)c2cc(C3=CCCCC3)cnc2O[C@H]1CN(C)Cc1ccc(C(=O)O)cc1
10 | C[C@@H]1CCCCO[C@H](CN(C)C)[C@@H](C)CN([C@@H](C)CO)C(=O)c2cc(NC(=O)Nc3ccc(F)cc3)ccc2O1
1 | C[C@H](CO)N1C[C@H](C)[C@H](CN(C)S(=O)(=O)c2ccc(F)cc2)Oc2c(NS(=O)(=O)c3cn(C)cn3)cccc2C1=O
1 | Cc1ccc(S(=O)(=O)Nc2ccc3c(c2)CC(=O)N([C@H](C)CO)C[C@@H](C)[C@@H](CN(C)C(=O)Nc2c(C)noc2C)O3)cc1
1 | C[C@@H]1CCCCO[C@H](CN(C)C(=O)C2CCCCC2)[C@H](C)CN([C@H](C)CO)C(=O)c2cc(NC(=O)c3ccncc3)ccc2O1
1 | Cc1ccc(S(=O)(=O)Nc2ccc3c(c2)C(=O)N([C@@H](C)CO)C[C@H](C)[C@@H](CN(C)S(=O)(=O)c2ccc(C)cc2)OCCCC[C@@H](C)O3)cc1

(listing goes on)
NSD2 inh | SMILES
1 | CC(C)[C@H](C)NC(=O)N(C)C[C@@H]1OCc2ccccc2-c2ccccc2C(=O)N([C@H](C)CO)C[C@@H]1C
11 | Cc1noc(C)c1NC(=O)Nc1ccc2c(c1)C(=O)N([C@@H](C)CO)C[C@@H](C)[C@H](CN(C)C(=O)NC1CCCCC1)OCCCC[C@@H](C)O2
3 | CCC(=O)N(C)C[C@@H]1Oc2cc(C#C[C@H](C)O)ccc2S(=O)(=O)N([C@H](C)CO)C[C@H]1C
-12 | COCC(=O)N(C)C[C@H]1Oc2cc(-c3ccc(F)cc3)ccc2S(=O)(=O)N([C@H](C)CO)C[C@@H]1C
-7 | CC(C)C#Cc1ccc2c(c1)O[C@@H](CN(C)S(C)(=O)=O)[C@H](C)CN([C@@H](C)CO)S2(=O)=O
2 | C[C@@H]1CN([C@@H](C)CO)S(=O)(=O)c2ccc(C#CC3(O)CCCC3)cc2O[C@@H]1CN(C)C
-7 | COc1ccc(CN(C)C[C@H]2Oc3ccc(NC(=O)Nc4cccc5ccccc45)cc3CC(=O)N([C@H](C)CO)C[C@H]2C)cc1
6 | Cc1cc(C(F)(F)F)nc2snc(Br)c12
-7 | C[C@H]1CN([C@@H](C)CO)S(=O)(=O)c2ccc(-c3ccncc3)cc2O[C@@H]1CN(C)C(=O)CN(C)C
0 | C[C@@H]1CN([C@H](C)CO)C(=O)Cc2cc(NC(=O)Nc3ccc4c(c3)OCO4)ccc2O[C@H]1CN(C)CC1CC1
-1 | O=C(C[C@H]1C[C@@H]2c3cc(NC(=O)Nc4ccc(C(F)(F)F)cc4)ccc3O[C@@H]2[C@@H](CO)O1)NCc1cccnc1
1 | C[C@@H]1CCCCO[C@H](CN(C)Cc2ccc3c(c2)OCO3)[C@@H](C)CN([C@H](C)CO)C(=O)c2cc(NS(=O)(=O)c3cccs3)ccc2O1
-1 | O=C(Nc1ccc2c(c1)[C@@H]1C[C@H](CC(=O)N3CCCCC3)O[C@H](CO)[C@@H]1O2)Nc1ccccc1F
8 | COCC#Cc1ccc2c(c1)O[C@H](CN(C)C(=O)CC1CC1)[C@@H](C)CN([C@@H](C)CO)S2(=O)=O
0 | C[C@@H]1CN([C@@H](C)CO)C(=O)c2cc(NS(=O)(=O)c3ccc(F)cc3)ccc2O[C@@H](C)CCCCO[C@@H]1CN(C)C(=O)c1ccccc1
0 | COc1ccc(S(=O)(=O)Nc2ccc3c(c2)C(=O)N([C@@H](C)CO)C[C@@H](C)[C@@H](CN(C)C(=O)C2CCCCC2)OCCCC[C@H](C)O3)cc1
4 | C[C@@H]1CN([C@@H](C)CO)C(=O)c2cc(NC(=O)Cn3cnnn3)ccc2O[C@@H]1CN(C)Cc1ccc2c(c1)OCO2
2 | Cc1ccc(S(=O)(=O)N(C)C[C@@H]2OCCCC[C@H](C)Oc3ccc(NS(=O)(=O)c4ccc(F)cc4)cc3C(=O)N([C@H](C)CO)C[C@H]2C)cc1
-1 | C[C@H](CO)N1C[C@H](C)[C@@H](CN(C)C(=O)c2cnccn2)Oc2cc(C3=CCCC3)ccc2S1(=O)=O
? | Cc1noc(C)c1S(=O)(=O)Nc1ccc2c(c1)C(=O)N([C@@H](C)CO)C[C@H](C)[C@H](CN(C)C(=O)Nc1ccccc1)O2
13 | C[C@H]1CN([C@@H](C)CO)S(=O)(=O)c2ccc(C#Cc3ccccc3)cc2O[C@@H]1CN(C)S(C)(=O)=O
-1 | O=C1O[C@@H](c2ccccc2)[C@@H](c2ccccc2)N2[C@@H](c3ccc(O)cc3)[C@]3(C(=O)Nc4ccccc43)[C@@H](C(=O)NC[C@H](O)c3ccccc3)[C@H]12
1 | CCC(=O)N(C)C[C@H]1Oc2ncc(-c3ccc(C(=O)N(C)C)cc3)cc2C(=O)N([C@@H](C)CO)C[C@H]1C
-1 | Cc1noc(C)c1NC(=O)Nc1ccc2c(c1)C(=O)N([C@H](C)CO)C[C@@H](C)[C@H](CN(C)Cc1ccccc1)OCCCC[C@@H](C)O2
4 | Cc1ccc(S(=O)(=O)N[C@@H]2CCCN(Cc3cccc(OCCO)c3)C2)cc1
1 | COc1ccc(OC(=O)c2cnc3n(c2=O)CCS3)cc1
1 | CCCC#Cc1ccc2c(c1)O[C@@H](CN(C)C(=O)c1ccccc1F)[C@H](C)CN([C@@H](C)CO)S2(=O)=O
3 | CC(C)C1NC(=O)C(CC2(O)c3ccccc3N3C(=O)C(Cc4ccccc4)NC32)NC1=O (stereo not given)
7 | CNC[C@H]1Oc2ccc(NS(=O)(=O)c3c(C)noc3C)cc2CC(=O)N([C@H](C)CO)C[C@@H]1C
-2 | Cc1ccc(S(=O)(=O)Nc2ccc3c(c2)CC(=O)N([C@H](C)CO)C[C@H](C)[C@H](CN(C)CC2CCCCC2)O3)cc1
-2 | C[C@]12C=CC(=O)C=C1CCC1C2C(=O)C[C@@]2(C)C1CC[C@]2(O)C(=O)CO (stereo not given in full)
-5 | Oc1oc(-c2ccco2)nc1C=Nc1ccccc1
4 | C[C@@H]1CN([C@H](C)CO)C(=O)c2cc(NC(=O)Cc3ccccc3)ccc2O[C@@H](C)CCCCO[C@@H]1CN(C)C(=O)c1ccncc1
-8 | O=C(C[C@H]1C[C@@H]2c3cc(NC(=O)Nc4ccccc4F)ccc3O[C@@H]2[C@@H](CO)O1)NCc1ccc2c(c1)OCO2
13 | CCCNC(=O)N(C)C[C@@H]1Oc2cc(-c3cncnc3)ccc2S(=O)(=O)N([C@H](C)CO)C[C@@H]1C
-6 | Cc1ccc(S(=O)(=O)N(C)C[C@@H]2Oc3ccc(NS(=O)(=O)c4c(C)noc4C)cc3C(=O)N([C@@H](C)CO)C[C@@H]2C)cc1
0 | Cc1noc(C)c1NC(=O)N(C)C[C@@H]1Oc2ccc(NC(=O)Nc3ccccc3)cc2C(=O)N([C@H](C)CO)C[C@@H]1C
10 | CC(C)NC(=O)N(C)C[C@@H]1OCCCC[C@H](C)Oc2ccc(N(C)C)cc2C(=O)N([C@@H](C)CO)C[C@@H]1C
-2 | CO[C@H](CN(C)Cc1nccs1)[C@H](C)CN([C@@H](C)CO)S(=O)(=O)c1ccc(C)cc1
-4 | C[C@H](CO)N1C[C@H](C)[C@@H](CN(C)C)Oc2cc(-c3ccncc3)ccc2S1(=O)=O

This is a subset; count on the stated rates, not on these rows.
